Mtb UGM inh – inhibitors of M. tuberculosis UDP-galactopyranose mutase; purified UGM, fluorescence polarization probe displacement; inhibition, % at 10 µM; 0.06% of 320,000 active; AID 504406; in the data active = inhibition above about 10%, passing the limit was not always enough; inconclusive = no clear call, values can overlap the other calls
Target sequence (P9WIQ1 whole entry, looked up): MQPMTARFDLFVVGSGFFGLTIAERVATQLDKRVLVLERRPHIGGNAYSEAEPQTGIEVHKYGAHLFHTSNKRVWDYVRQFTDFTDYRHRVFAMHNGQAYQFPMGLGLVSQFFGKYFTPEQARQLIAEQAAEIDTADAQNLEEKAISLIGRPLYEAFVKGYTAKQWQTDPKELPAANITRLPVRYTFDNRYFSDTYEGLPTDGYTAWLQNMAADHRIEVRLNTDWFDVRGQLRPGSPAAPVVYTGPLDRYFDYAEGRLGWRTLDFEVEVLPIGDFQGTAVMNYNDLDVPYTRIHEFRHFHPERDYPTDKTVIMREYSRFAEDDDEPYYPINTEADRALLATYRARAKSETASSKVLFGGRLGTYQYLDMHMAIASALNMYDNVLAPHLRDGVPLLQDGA
PfHsp40 rescue – restores yeast growth despite PfHsp40 toxicity; S. cerevisiae expressing PfHsp40, growth rescue, ATP luminescence; AID 504582; 0.68% of 340,000 active; growth rescue, % at 12.5 µM; in the data active = growth rescue above about 28%, passing the limit was not always enough; inconclusive = no clear call, values can overlap the other calls;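 note: yeast W303a lacking pdr1 and pdr3 grown in galactose medium; growth measured after three days at 30 °C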
FadD28 FP inh – M. tuberculosis FadD28 bisubstrate binding inhibition; FadD28 bisubstrate probe binding, fluorescence polarization; inhibition, % at 12.5 µM; 0.22% of 360,000 active; in the data active = inhibition above about 8.5%, passing the limit was not always enough; inconclusive = no clear call, values can overlap the other calls
BoNT-A LC inh2 – inhibitors of Botulinum neurotoxin A light chain protease; multiplex microsphere protease substrate cleavage, flow cytometry; inhibition, % at 10 µM; 0.17% of 360,000 active; AID 588499; note: plate controls were buffer without enzyme for full effect and enzyme alone for no effect
GDH-TPI counter – GDH-TPI coupled enzyme inhibition counter-screen; GDH-TPI coupled enzyme counterscreen, NADH absorbance; inhibition, % at 4.8 µM; 1.2% of 360,000 active; AID 588335; in the data active = inhibition above about 30%;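 note: 0% = DMSO wells and 100% = wells lacking the enzyme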
Anthrax LF prot – anthrax lethal factor protease inhibition; 0.12% of 360,000 active; P15917; multiplex microsphere protease cleavage assay, LF; inhibition, % at 10 µM; AID 588501; note: plate controls were buffer without enzyme for full effect and enzyme alone for no effect
BioA inh – blocks M. tuberculosis BioA enzyme activity. 0.096% of 360,000 active. inhibition, % at 9.99 µM. purified M. tuberculosis BioA enzyme, plate reader; in the data active = inhibition above about 40%; inconclusive = no clear call, values can overlap the other calls
BoNT F protease – inhibitors of Botulinum neurotoxin F light chain protease | Multiplex microsphere protease cleavage assay, flow cytometry | inhibition, % at 10 µM | 0.22% of 360,000 active; in the data active = inhibition above about 35%, passing the limit was not always enough; inconclusive = no clear call, values can overlap the other calls; note: plate controls were buffer without enzyme for full effect and enzyme alone for no effect
FBA Mtb inh – Mtb fructose-bisphosphate aldolase inhibition. AID 588726. purified M. tuberculosis FBA, fluorescence read-out. P9WQA3. 2.3% of 360,000 active. inhibition, % at 1 µM; in the data active = inhibition above about 27%;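 note: 0% = vehicle and 100% = reference inhibitor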
Target sequence (P9WQA3 whole entry, looked up): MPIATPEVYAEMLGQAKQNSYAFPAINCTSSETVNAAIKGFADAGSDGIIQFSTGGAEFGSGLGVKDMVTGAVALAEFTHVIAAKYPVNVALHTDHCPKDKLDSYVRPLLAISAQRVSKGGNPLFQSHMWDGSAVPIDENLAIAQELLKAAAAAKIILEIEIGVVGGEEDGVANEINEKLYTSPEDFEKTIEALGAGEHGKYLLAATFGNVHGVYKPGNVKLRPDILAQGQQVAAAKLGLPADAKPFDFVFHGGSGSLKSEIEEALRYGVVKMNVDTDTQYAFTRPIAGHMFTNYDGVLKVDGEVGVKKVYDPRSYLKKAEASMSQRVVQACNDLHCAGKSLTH
The depositor's hits bear a star; u = inconclusive; x = no result given. Cut-off read from the data, not from the text of the source, unless noted: active = inhibition above about 30%; inconclusive = no clear call, values can overlap the other calls; inactive = below that.

[1] Cc1ccccc1CSCC(=O)Nc1ccccc1Br
[2] COc1ccc(/C=N/NC(=O)c2ccc(NC(=O)c3cccc([N+](=O)[O-])c3)cc2)c(OC)c1
[3] CC(=O)c1ccc(OCC(O)Cn2nnc3ccccc32)cc1 (configuration not stated)
[4] COc1ccc(Cl)cc1Cn1c(C)c(C(=O)NCc2ccc3c(c2)OCCO3)sc1=O
[5] Cc1ccc(C)c(S(=O)(=O)N/N=C/c2ccc(N3CCOCC3)cc2)c1
[6] COc1ccc([N+](=O)[O-])cc1N(CC(=O)NCCC1=CCCCC1)S(C)(=O)=O
[7] O=C(Oc1ccc[nH]c1=O)c1ccc(F)cc1
[8] CCOC(=O)C(Cc1ccccc1)(NC(C)=O)C(=O)OCC
assay / entry | 1 | 2 | 3 | 4 | 5 | 6 | 7 | 8
Mtb UGM inh | 1.0 | 1.9 | 2.0 | x | 0.8 | -1.3 | x | -1.1
PfHsp40 rescue | -0.4 | -0.4 | -1.5 | x | 1.1 | 0.1 | x | 0.0
FadD28 FP inh | -1.6 | -0.8 | -1.4 | -2.8 | -1.4 | -6.3 | -1.3 | -1.9
BoNT-A LC inh2 | -0.3 | -1.1 | 0.1 | -0.9 | 0.3 | 0.0 | -0.2 | 0.2
GDH-TPI counter | 0.8 | 21.8 | 13.6 | 2.4 | 26.0 | -1.1 | 6.2 | 1.1
Anthrax LF prot | -16.4 | 1.6 | -0.5 | 5.1 | -2.2 | -0.1 | -0.4 | -4.1
BioA inh | 1.0 | x | 5.3 | -0.1 | x | x | 0.4 | -0.2
BoNT F protease | -15.3 | -3.0 | -3.3 | 7.2 | -3.6 | 0.1 | -5.1 | 2.2
FBA Mtb inh | 0.1 | -0.8 | 0.5 | 4.2 | -2.0 | -0.7 | -3.0 | -1.6

[9] Cn1ncc([N+](=O)[O-])c1C(=O)Nc1ccn(Cc2ccccc2F)n1
[10] CCn1c(SCC(=O)NCCc2ccccc2)nc2sc3c(c2c1=O)CCN(C)C3
[11] CC(C)CCNC(=O)c1cn(CC(C)C)c(=O)c2c1c1ccccc1n2C
[12] CCc1ccc([C@@H]2CC=C(C(=O)O)[C@H](c3cccc(Cl)c3)N2S(=O)(=O)c2ccc(C)cc2)cc1
[13] N#CCC(=O)N/N=C/c1coc2ccccc2c1=O
[14] O=c1c2c(-c3cccs3)csc2ncn1-c1ccc(Br)cc1
[15] Cc1ccc(NC(=O)/C(C#N)=N/Nc2ccc(C(=O)O)cc2)c(C)c1
[16] Cc1ccc(S(=O)(=O)N2CCN(C(=O)c3ccc(-n4cncn4)c([N+](=O)[O-])c3)CC2)c(C)c1
assay / entry | 9 | 10 | 11 | 12 | 13 | 14 | 15 | 16
Mtb UGM inh | 0.3 | 1.9 | 0.1 | 1.0 | -3.1 | 1.0 | 2.3 | x
PfHsp40 rescue | -1.3 | 0.3 | -1.5 | 155.9* | 0.6 | 0.8 | 0.4 | x
FadD28 FP inh | 1.3 | -1.6 | -4.0 | -1.6 | -3.9 | -2.6 | -1.6 | -1.5
BoNT-A LC inh2 | -3.2 | -17.1 | -1.1 | -0.6 | 0.2 | 0.0 | -0.6 | 0.1
GDH-TPI counter | 3.1 | 34.7* | 4.1 | 4.2 | 3.7 | -7.7 | 57.5* | 0.0
Anthrax LF prot | -3.9 | -23.7 | 5.0 | -6.1 | 5.3 | 0.3 | 0.3 | -0.8
BioA inh | 0.4 | -0.2 | -0.9 | 3.9 | x | 2.7 | -0.7 | 0.6
BoNT F protease | -2.5 | u | 14.6 | 6.3 | -13.8 | 4.1 | -10.6 | -3.5
FBA Mtb inh | -0.7 | 17.4 | 2.1 | -0.8 | -0.8 | 9.0 | -10.6 | 0.3

Reprinted, nos. 9 to 13
[9] Cn1ncc([N+](=O)[O-])c1C(=O)Nc1ccn(Cc2ccccc2F)n1
[10] CCn1c(SCC(=O)NCCc2ccccc2)nc2sc3c(c2c1=O)CCN(C)C3
[11] CC(C)CCNC(=O)c1cn(CC(C)C)c(=O)c2c1c1ccccc1n2C
[12] CCc1ccc([C@@H]2CC=C(C(=O)O)[C@H](c3cccc(Cl)c3)N2S(=O)(=O)c2ccc(C)cc2)cc1
[13] N#CCC(=O)N/N=C/c1coc2ccccc2c1=O
assay / entry | 9 | 10 | 11 | 12 | 13
Mtb UGM inh | 0.3 | 1.9 | 0.1 | 1.0 | -3.1
PfHsp40 rescue | -1.3 | 0.3 | -1.5 | 155.9* | 0.6
FadD28 FP inh | 1.3 | -1.6 | -4.0 | -1.6 | -3.9
BoNT-A LC inh2 | -3.2 | -17.1 | -1.1 | -0.6 | 0.2
GDH-TPI counter | 3.1 | 34.7* | 4.1 | 4.2 | 3.7
Anthrax LF prot | -3.9 | -23.7 | 5.0 | -6.1 | 5.3
BioA inh | 0.4 | -0.2 | -0.9 | 3.9 | x
BoNT F protease | -2.5 | u | 14.6 | 6.3 | -13.8
FBA Mtb inh | -0.7 | 17.4 | 2.1 | -0.8 | -0.8

Additional compounds.
[17] COc1ccc(NC(=O)Nc2cccc3c2O[C@H](CN(C)C(=O)Nc2ccc(C(F)(F)F)cc2)[C@@H](C)CN([C@H](C)CO)C3=O)cc1
[18] O=C(N/N=C\c1ccc([N+](=O)[O-])s1)c1cncc(Br)c1
[19] CC(=O)Oc1c(Cl)cc(Cl)cc1/C=C/c1ccc2ccccc2n1
[20] C[C@@H]1COC(=O)[C@H](NC(=O)OCC2c3ccccc3-c3ccccc32)C/C=C\C[C@@H](CC(=O)N[C@@H](CO)Cc2ccccc2)C(=O)N1
[21] Cc1ccnc(NC(=O)c2cnc(Cl)c(Cl)c2)c1
[22] CC(C)(C)c1ccc(OCc2ccc(C(=O)N3CCOCC3)o2)cc1
[23] Cc1ccc(SCc2c(C(=O)N/N=C/c3ccncc3)nnn2-c2nonc2N)cc1
[24] CN(C)C(=S)Nc1ccc(N2CCOCC2)cc1
assay / entry | 17 | 18 | 19 | 20 | 21 | 22 | 23 | 24
Mtb UGM inh | 0.3 | 2.2 | -0.9 | -2.5 | -2.0 | 0.4 | -3.1 | -0.3
PfHsp40 rescue | -1.5 | -0.7 | 1.4 | -1.3 | -0.4 | 3.5 | 1.1 | -1.6
FadD28 FP inh | -0.6 | 0.0 | 0.0 | -4.7 | -0.3 | -1.5 | -0.2 | 1.0
BoNT-A LC inh2 | -0.7 | 0.4 | 1.2 | 1.2 | 0.9 | 0.5 | 0.5 | x
GDH-TPI counter | 5.9 | 13.2 | 9.4 | 14.5 | -1.5 | 2.5 | 4.3 | 11.2
Anthrax LF prot | -10.7 | -1.0 | -1.4 | -4.8 | 6.0 | 1.1 | -2.8 | x
BioA inh | -2.1 | 1.1 | 0.8 | -1.1 | -0.4 | 0.8 | 0.2 | -1.1
BoNT F protease | -2.3 | -6.1 | -0.5 | -5.6 | 1.1 | -2.7 | 5.4 | x
FBA Mtb inh | 1.2 | -2.9 | -0.5 | -1.4 | 2.9 | -1.7 | 5.0 | -1.2

Continued; it opens with the two that closed the last part.
[23] Cc1ccc(SCc2c(C(=O)N/N=C/c3ccncc3)nnn2-c2nonc2N)cc1
[24] CN(C)C(=S)Nc1ccc(N2CCOCC2)cc1
[25] O=C(O)c1cc(=S)nc[nH]1
[26] CCCOC(=O)c1c(N)sc(C(=O)OCC)c1C
[27] c1ccc(C(OCCN2CCN(c3ncccn3)CC2)c2ccccc2)cc1
[28] O=C1S/C(=C/c2ccccc2F)C(=O)N1CCN=C1NS(=O)(=O)c2ccccc21
[29] COc1cc(C2CC(=O)c3cnc(NC(=O)COc4ccccc4)nc3C2)cc(OC)c1OC (configuration not stated)
[30] CN(C)c1ccc(C(=O)N/N=C/c2cc(Br)cc(Br)c2O)cc1
[31] Cc1cccc(CSc2nc3sc(C)c(C)c3c(=O)n2Cc2ccco2)c1
[32] CC(=O)c1cccc(NC(=O)C=C(C)C)c1
assay / entry | 23 | 24 | 25 | 26 | 27 | 28 | 29 | 30 | 31 | 32
Mtb UGM inh | -3.1 | -0.3 | x | -2.3 | 0.0 | -0.1 | 2.4 | 1.0 | -1.3 | -1.9
PfHsp40 rescue | 1.1 | -1.6 | -0.8 | -0.9 | -0.7 | -0.4 | 0.3 | x | 0.8 | -0.1
FadD28 FP inh | -0.2 | 1.0 | -0.1 | -1.9 | -1.5 | -3.8 | -1.3 | -2.9 | -3.1 | -1.8
BoNT-A LC inh2 | 0.5 | x | -0.3 | -0.2 | x | 0.2 | 4.4 | 2.9 | -0.1 | -0.3
GDH-TPI counter | 4.3 | 11.2 | 11.1 | 14.1 | 6.2 | 18.8 | -3.7 | -0.8 | 1.0 | 15.1
Anthrax LF prot | -2.8 | x | 0.9 | -2.8 | x | -0.4 | -1.9 | u | 0.2 | -1.4
BioA inh | 0.2 | -1.1 | -0.9 | x | -0.7 | -0.4 | 0.8 | 1.0 | -2.0 | 0.6
BoNT F protease | 5.4 | x | -0.6 | -1.9 | x | 0.8 | 6.2 | 2.1 | -1.0 | -12.8
FBA Mtb inh | 5.0 | -1.2 | 1.4 | -3.9 | 1.6 | 3.6 | 1.9 | 1.9 | 0.2 | -0.5

[33] CCN1/C(=C\c2ccc3cc(C)ccc3[n+]2CC)Sc2cc(C)c(C)cc21
[34] CC/C=C/C(=O)N1CC2(CC(c3cccc(NC(=O)CC(c4ccccc4)c4ccccc4)c3)=NO2)C[C@@H]1C(N)=O (some centres not stated)
[35] Cc1c(-c2ccc(F)cc2)[n+](=O)c(-c2ccc(F)cc2)c(C)n1[O-]
[36] CCC(C)(C)n1nnnc1C(c1ccc(O)c(OC)c1)N1CCc2ccccc2C1 (configuration not stated)
[37] Cc1cc(C)c(S(=O)(=O)N2CCCCC2CCNC(=O)C(=O)NCCN2CCOCC2)c(C)c1 (configuration not stated)
[38] CC(=O)c1sc(NC(=O)CN2C(=O)CCC2=O)nc1C
[39] Cc1ccccc1NC(=O)c1cccc(S(=O)(=O)Nc2cccc(C(=O)O)c2)c1
[40] COc1ccc(OC)c(-c2cc(C(=O)N3CCOCC3)no2)c1
assay / entry | 33 | 34 | 35 | 36 | 37 | 38 | 39 | 40
Mtb UGM inh | x | -0.5 | 0.2 | 1.6 | 0.9 | 2.4 | 0.2 | -1.3
PfHsp40 rescue | -4.3 | 0.1 | -1.2 | -0.7 | -1.2 | 0.2 | 0.9 | 0.2
FadD28 FP inh | 1.5 | -3.8 | -3.4 | 0.6 | -0.5 | -1.4 | -3.0 | -4.3
BoNT-A LC inh2 | 42.0* | -0.1 | 0.7 | -1.3 | -5.5 | 0.3 | -2.9 | -1.8
GDH-TPI counter | 0.6 | 5.7 | -2.8 | -0.7 | 5.0 | 28.2 | 0.8 | 3.3
Anthrax LF prot | -64.0 | -2.8 | -6.0 | -5.6 | 5.2 | 1.0 | -1.5 | 0.9
BioA inh | 1.9 | -1.3 | x | -5.3 | -1.2 | -1.4 | -0.9 | -0.2
BoNT F protease | -81.9 | -2.0 | 4.8 | -20.7 | u | -1.0 | u | -11.5
FBA Mtb inh | -4.3 | 1.5 | -1.2 | 6.3 | 1.4 | 1.0 | -5.9 | -0.8

[41] CC(C)C(=O)Nc1ccc(S(=O)(=O)Nc2ccccn2)cc1
[42] CN1CCn2cnc(C(=O)N[C@@H](Cc3ccccc3)C(=O)OC(C)(C)C)c2C1=O
[43] O=C(Nc1cccc(Cl)c1)N(Cc1nc2ccccc2c(=O)[nH]1)C1CCCC1
[44] COc1cc(C(=O)OCC(=O)N(CC(C)C)C2CCS(=O)(=O)C2)ccc1OCC(C)C (configuration not stated)
[45] COc1ccc(C2C(C(=O)N3CCN(c4ccccc4F)CC3)c3ccccc3C(=O)N2C)cc1 (configuration not stated)
assay / entry | 41 | 42 | 43 | 44 | 45
Mtb UGM inh | 1.7 | x | 1.2 | x | 2.8
PfHsp40 rescue | -0.5 | x | 0.4 | -0.2 | -1.0
FadD28 FP inh | -4.6 | -0.6 | -3.3 | -2.1 | -1.5
BoNT-A LC inh2 | 0.0 | -0.4 | -4.2 | 3.3 | -0.4
GDH-TPI counter | -7.6 | 9.9 | -6.9 | -2.8 | 2.1
Anthrax LF prot | 1.4 | 2.6 | -10.2 | -2.1 | 12.1
BioA inh | x | 0.0 | -1.7 | -0.6 | 0.5
BoNT F protease | -3.6 | 2.8 | -21.4 | 6.6 | -1.8
FBA Mtb inh | 1.3 | -2.9 | 4.6 | 2.2 | -0.2

Some values from the list.
compound 42 – BoNT F protease = 2.8
compound 43 – Anthrax LF prot = -10.2
